Statin myotox sup: suppressors of simvastatin-induced myotoxicity in C2C12 myotubes. ATP luminescence, 48 h; scaled: DMSO 0, geranylgeraniol control 100. rescue of ATP level, % at 7.49 µM. 330,000 compounds, 0.78% hits;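 active means mean ATP rescue above about 67%, or every replicate alone reaching that limit, limit read from the data, passing the limit was not always enough; inconclusive means no clear call, values can overlap the other calls; inactive means mean under the limit and some replicate under it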;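 further: myotubes were challenged with 10 µM simvastatin during compound exposure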
Cneo AK release: causes C. neoformans cell lysis; adenylate kinase release luminescence, 4 h; normalised: neutral wells 0, clomiphene wells 100; lysis activity, % at 15 µM; 360,000 compounds, 0.2% hits; AID 651654;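 active means mean lysis activity across replicates of at least 80%, whatever share of replicates individually reach that level; inactive means mean lysis activity below 80%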
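Material – log-phase Cryptococcus neoformans yeast cells · Input – 5 × 10^6 yeast cells/mL · Medium – fresh YPD growth medium · Doses – single compound concentration per well · Timing – static 4 h at 37 °C with compound, 1 h detection · Detection – adenylate kinase release luminescence · Read-out – signal increase indicating cell lysis · Control set – Clomiphene as positive lysis control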
Xi reactivation: X-chromosome reactivation activator; XiGFP mouse fibroblasts, % GFP-positive cells imaging, 3 d; cells co-treated with 5-aza-dC sensitizer; scaled so ellipticine positive control = 100%; activation, % at 7.58 µM; 360,000 compounds, 0.055% hits; AID 743238;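 active means mean normalized replicate activation at least 10% and every replicate at or above 10%; inconclusive means only one of the two criteria met; inactive means mean below 10% and not all replicates reach 10%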;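 further: 0% = median of on-plate neutral control wells and 100% = ellipticine 6 µM median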
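System: SV40-immortalized XiGFP fibroblast cells, line 68-5-11 / Incubation: 3-day compound exposure, then 15 min fixation at room temperature / Compound: single concentration per compound, delivered by pin transfer / Buffer or medium: DMEM plus 5-aza-dC sensitizer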
LGR2 antag: inhibitors of bursicon-induced Drosophila LGR2 receptor cAMP signaling; HEK293 LGR2, CRE-luciferase, bursicon-stimulated, 4 h; 380,000 compounds, 0.35% hits; inhibition, % at 9.99 µM;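 active means drop in luminescence signal, shown as inhibition above about 50% in the replicate tests, limit read from the data, passing the limit was not always enough; inconclusive means probably only some replicates passing the limit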;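 further: agonist challenge used bursicon conditioned medium at about half maximal strength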
SIRT5 block: blocks human SIRT5 desuccinylation of peptide | Q9NXA8 | Purified SirT5, succinyl-peptide AMC, trypsin-coupled fluorescence | inhibition, % at 15 µM | 330,000 compounds, 1.1% hits | AID 652115; in the data active means inhibition above about 15%; inconclusive means no clear call, values can overlap the other calls
ERAP1 inh: blocks human ERAP1 aminopeptidase activity; Q9NZ08; AID 652197; 340,000 compounds, 0.15% hits; recombinant ERAP1, Leu-AMC fluorescence, 60 min; inhibition, % at 10.7 µM;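 active means mean replicate inhibition of at least 30%, or all replicates individually reaching that 30% level; inactive means mean below 30% and not every replicate reaching it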;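 further: 0% = neutral control wells and 100% = L-leucinethiol positive control wells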
Target sequence (Q9NZ08 whole entry, looked up): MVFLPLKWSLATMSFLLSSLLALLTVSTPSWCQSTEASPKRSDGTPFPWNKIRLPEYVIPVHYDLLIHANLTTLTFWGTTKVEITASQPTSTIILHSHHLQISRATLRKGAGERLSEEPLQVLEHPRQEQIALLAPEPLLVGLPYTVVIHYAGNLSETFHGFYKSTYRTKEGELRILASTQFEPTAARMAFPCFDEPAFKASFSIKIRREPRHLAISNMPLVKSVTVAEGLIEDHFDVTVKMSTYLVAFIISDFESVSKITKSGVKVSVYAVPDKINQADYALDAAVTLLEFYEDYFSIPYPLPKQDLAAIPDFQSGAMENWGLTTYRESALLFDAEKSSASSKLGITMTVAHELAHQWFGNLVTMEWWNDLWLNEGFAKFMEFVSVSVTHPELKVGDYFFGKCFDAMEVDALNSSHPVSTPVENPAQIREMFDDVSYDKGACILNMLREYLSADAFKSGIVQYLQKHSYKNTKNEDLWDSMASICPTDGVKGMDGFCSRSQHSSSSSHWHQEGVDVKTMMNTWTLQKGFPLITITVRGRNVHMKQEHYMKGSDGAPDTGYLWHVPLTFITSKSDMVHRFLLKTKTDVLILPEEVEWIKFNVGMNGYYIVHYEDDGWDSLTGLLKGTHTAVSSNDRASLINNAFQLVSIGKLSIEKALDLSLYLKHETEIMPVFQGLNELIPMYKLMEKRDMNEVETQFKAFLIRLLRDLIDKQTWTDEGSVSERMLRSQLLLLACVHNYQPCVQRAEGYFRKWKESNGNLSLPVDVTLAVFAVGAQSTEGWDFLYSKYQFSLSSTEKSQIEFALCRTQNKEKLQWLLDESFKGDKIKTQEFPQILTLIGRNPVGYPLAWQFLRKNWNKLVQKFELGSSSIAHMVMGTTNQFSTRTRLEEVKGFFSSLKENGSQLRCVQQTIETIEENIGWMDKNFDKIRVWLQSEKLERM
S100A4 inh HTS: S100A4-myosin IIA interaction inhibition. P26447. S100A4/TAMRA-MyoIIA peptide fluorescence polarization. inhibition, % at 10.7 µM. 360,000 compounds, 0.14% hits. AID 652163;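 active means mean inhibition of at least 70% across replicates, with every replicate also reaching that level; inconclusive means mean inhibition reaches 70% but some replicates fall short; inactive means mean inhibition below 70%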
Target sequence (P26447 whole entry, looked up): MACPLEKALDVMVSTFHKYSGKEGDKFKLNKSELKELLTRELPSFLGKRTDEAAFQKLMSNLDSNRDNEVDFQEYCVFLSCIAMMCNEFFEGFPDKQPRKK
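Compound dosing: one dose per compound; test system: human S100A4 monomer with TAMRA-labelled myosin IIA peptide; probe or stimulus: TAMRA-labelled myosin IIA heavy-chain peptide probe, 5 nM; medium: HEPES buffer with Ca2+, pH 7.2; schedule: 5 min incubation before reading; benchmarks: neutral control DMSO, positive control TFP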
PGC1a acetyl inh: lowers PGC1a acetylation signal in U2OS cells; 350,000 compounds, 0.17% hits; AlphaScreen anti-acetyl-lysine; with virally co-expressed GCN5 acetyltransferase; AID 651687; inhibition, % at 15.6 µM;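 active means every replicate shows inhibition of at least 40%; inconclusive means mean inhibition at least 40% but some replicate below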;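 further: 0% = neutral control wells and 100% = positive control wells; some results beyond the cut were filed as inactive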
An asterisk follows results filed as active; ? = inconclusive; · = no result given; & = joins results of further samples.

Values in the order: Statin myotox sup, Cneo AK release, Xi reactivation, LGR2 antag, SIRT5 block, ERAP1 inh, S100A4 inh HTS, PGC1a acetyl inh
Cc1nn(CCC(=O)NCc2ccc(OC(C)C)cc2)c(=O)c2nn(-c3ccccc3)c(C)c12
 : -28, 0, 0.0, 6, 6, 3, 14, -2
O=C(Nc1ncn[nH]1)c1cc(S(=O)(=O)Nc2cccc(C(F)(F)F)c2)ccc1Cl
 : ·, ·, 0.4, 8, -1, 4, 0, 5
COc1ccc2oc(N)c(C=O)c(=O)c2c1
 : -2, -3, 0.0, -9, 0, 2, -2, -9
CCOC(=O)N1CCN(C(=O)CNC(=O)c2ccc(Br)cc2)CC1
 : 7, 1, 0.0, 12, -2, 2, -9, 1
C[C@H]1COC(=O)[C@H](Cc2ccc(F)cc2)C/C=C\C[C@H](CC(=O)NCCO)C(=O)N1
 : 6, 0, -0.7, 19, ·, -3, 2, ·
CNC(=O)c1cccc(NC(=O)C(C)c2ccc3cc(OC)ccc3c2)c1 (stereo not drawn)
 : 11, 1, 0.4, -8, 5, -2, -5, ·
COc1cc(CN(CCN(C)C)Cc2ccccc2)ccc1OCc1ccccc1
 : -2, 9, 0.0, 10, -3, -4, 5, 6
COc1cc2c(cc1OC)CN(C(=S)Nc1ccc(Cl)cc1)CC2
 : 13, ·, 0.0, 26, -4, 0, -3, 2
C[C@H]1CN([C@@H](C)CO)C(=O)c2cccc(NS(=O)(=O)c3cn(C)cn3)c2O[C@H]1CN(C)S(C)(=O)=O
 : 16&-10, 2&-2, 0.0&0.9, 3&11, -10, 2, 13, 6
CC(C)NC(=O)C(=O)NNC(=O)CCc1ccccc1
 : ·, ·, 0.3, ?, 0, -1, 4, 1
CCC(O)CNC(=O)NC(=C(Cl)Cl)c1ccc(C)c(F)c1 (stereo not drawn)
 : -4, 0, 0.0, 1, -6, -4, 2, ·
O=C1CC(C(=O)Nc2cc(Cl)ccc2Cl)n2ncnc2N1 (stereo not drawn)
 : ·, ·, 0.1, -22, 0, 1, 1, -16
CC(=O)N1CC(=O)N2[C@H](CO)[C@H](c3ccc(-c4cccc(C(=O)N(C)C)c4)cc3)[C@@H]2C1
 : ·, ·, 0.1, 2, -6, 0, 5, 6
CNC(=O)C[C@H]1CC[C@H]2[C@H](COc3ccc(NC(=O)c4cccc(OC)c4)cc3C(=O)N2C)O1
 : 12, 1, -0.1, -8, 2, 1, 2, -5
C[C@@H]1CN([C@@H](C)CO)C(=O)c2cc(NC(=O)C3CC3)ccc2O[C@H]1CN(C)Cc1ccccc1
 : -31, 0, 0.2, 8, -4, 0, 10, 3
C[C@@H]1CN([C@@H](C)CO)C(=O)c2cc(-c3cccnc3)cnc2O[C@H]1CN(C)C(=O)Nc1ccc2c(c1)OCO2
 : 11, 0, -0.7, -14, 32*, -1, -8, -1
Cc1cc(C)c(C)c(OCCN2CC(C)OC(C)C2)c1 (stereo not drawn)
 : 9, 0, 0.1, -3, 5, -3, 3, 17
CC(=O)NNC(=O)CCn1nnc(-c2ccc(Cl)cc2)n1
 : 16, 1, 0.0, 12, -2, 4, 2, 0
CC(C)NC(=O)N[C@H]1C=C[C@@H](CC(=O)NC2Cc3ccccc3C2)O[C@H]1CO
 : 1, 46, -0.5, 11, 0, 4, 2, -15
O=C(N/N=C/c1cccc(O)c1)c1cc(-c2ccccc2)nc2ccccc12
 : -8, 5, 0.0, 22, 3, -1, -1, ·
CC(C)Oc1ccc(C(=O)Nc2cccc3cccnc23)cc1
 : -16, -2, -0.8, -20, -6, 2, -13, ·
COc1ccc([C@@H]2OC2(C(N)=O)C(N)=O)cc1
 : -7, ·, 0.0, 9, 0, ·, 3, -7
CCOC(=O)Cc1csc(N/N=C/c2ccccc2)n1
 : ·, ·, 0.0, -30, -1, 1, -18, ·
C[C@H](CO)N1C[C@H](C)[C@@H](CN(C)C(=O)c2ccccc2)OCCCC[C@H](C)Oc2ccc(NC(=O)NC3CCCCC3)cc2C1=O
 : 18, 9, 0.4, -11, 6, -1, 14, 9
O=c1cc(-c2ccc(O)c(O)c2)oc2cc(O)c([C@@H]3O[C@H](CO)[C@@H](O)[C@H](O)[C@H]3O)c(O)c12
 : -1, 2, 0.0, 6, ·, ·, -4, ·
CC(C)(C)NC(=O)c1cccc2c1OC(C)(C)C2
 : 9, 1, 0.1, -1, ·, ·, ·, 9
Cn1cccc1C(=O)OCc1cc(-c2ccco2)on1
 : 2, 3, -0.1, -98, -2, 2, 1, -6
C[C@@H]1CN([C@H](C)CO)C(=O)c2cccc(NC(=O)Nc3ccccc3)c2O[C@H]1CN(C)CC1CCCCC1
 : 14, -6, 0.2, 9, 2, 0, -9, ·
CC1(C(=O)NS(=O)(=O)c2ccccc2)CCN1C(=O)c1ccccc1 (stereo not drawn)
 : -2, 1, 0.1, -23, -4, 0, 2, 4
COc1ccc2c(c1)[C@H]1[C@H](CO2)[C@H](c2ccccc2)[C@]2(C)C(=O)Nc3cc(C)ccc3C(=O)N12
 : -5, 1, 0.1, 3, -2, -1, 0, 10
CCC(=O)c1ccc(OCC(=O)Nc2cccc(S(=O)(=O)N(C)c3ccccc3)c2)cc1
 : -9, 0, 0.1, 6, 1, -6, -3, 5
C[C@H]1CCCCO[C@H](CN(C)S(=O)(=O)c2cn(C)cn2)[C@@H](C)CN([C@@H](C)CO)C(=O)c2cc(NS(=O)(=O)c3ccc(Cl)cc3)ccc2O1
 : ·, -1, -0.1, -1, 2, -3, -7, -8
CCc1cccc(C)c1Nc1nc2ccccc2n2cnnc12
 : 10, 5, -0.1, ·, 1, -2, 1, ·
CNC(=O)CSc1nc2cc(S(=O)(=O)Nc3ccc(OC)cc3)ccc2o1
 : -2, 0, 0.3, 11, -2, 1, 5, ·
CC(=O)COc1ccc2c(-c3ccccc3)cc(=O)oc2c1C
 : -26, 1, 0.2, -7, -5, 0, -4, ·
CO[C@@H]1CN(C)C(=O)c2cc(NC(=O)C3CC3)ccc2OC[C@@H](C)N(C(=O)CN(C)C)C[C@@H]1C
 : -7, 2, 0.2, -13, -2, 0, 34, -3
O=C(Nc1cccc(F)c1)N1CCCCN2[C@H](C1)[C@@H](c1ccc(-c3ccncc3)cc1)[C@@H]2CO
 : ·, 0, -0.1, 0, 12, 0, -41, 0
CCCOc1cccc(C(=O)N2CCN(C(=O)C3CCCO3)CC2)c1 (stereo not drawn)
 : 0, 4, -0.1, 12, -2, 3, -4, ·
COc1ccc2oc(C(=O)OCC(=O)N3CCC(C)CC3)c(C)c2c1
 : -6, 0, 0.0, 5, -7, -1, -3, ·
CC(C)NC(=O)COc1ccc2c(c1)C(=O)CC(C)(C)O2
 : 2, -2, 0.0, -2, ·, 0, -6, 2

Marked active in SIRT5 block, of those listed so far:
| molecule | LGR2 antag | SIRT5 block | ERAP1 inh | S100A4 inh HTS | PGC1a acetyl inh |
| --- | --- | --- | --- | --- | --- |
| C[C@@H]1CN([C@@H](C)CO)C(=O)c2cc(-c3cccnc3)cnc2O[C@H]1CN(C)C(=O)Nc1ccc2c(c1)OCO2 | -14 | 32* | -1 | -8 | -1 |

3 entries out of the list above, arranged by the value under SIRT5 block, smallest number first.
SMILES,SIRT5 block
CO[C@@H]1CN(C)C(=O)c2cc(NC(=O)C3CC3)ccc2OC[C@@H](C)N(C(=O)CN(C)C)C[C@@H]1C,-2
CC(C)NC(=O)C(=O)NNC(=O)CCc1ccccc1,0
Cc1cc(C)c(C)c(OCCN2CC(C)OC(C)C2)c1 (stereo not drawn),5

(list continues)
Values in the order: Statin myotox sup, Cneo AK release, Xi reactivation, LGR2 antag, SIRT5 block, ERAP1 inh, S100A4 inh HTS, PGC1a acetyl inh
CC(C)(CNC(=O)c1ccccc1F)CNC(=O)c1ccccc1F
 : -12, 0, 0.1, 6, 0, -1, -6, ·
Cc1ccc(NC(=O)Nc2ccc3c(c2)C(=O)N(C)[C@H]2CC[C@H](CC(=O)NCC(F)(F)F)O[C@H]2CO3)cc1
 : -5, 0, 0.2, 6, -4, -2, -4, ·
C/C(=N\Nc1ccc(Cl)c(C(=O)O)c1)c1ccc2c(c1)OCO2
 : -5, -1, 0.0, -5, 0, -6, 3, ·
COc1ccc2c3c([nH]c2c1)[C@@H](CO)N(Cc1ccccc1OC)CC31CN(C(C)=O)C1
 : ·, ·, 0.0, -21, -1, 2, -1, 13
O=C1c2cccnc2C(=O)N1C1CCCCC1
 : -2, 2, ·, -1, -1, 2, 2, 3
COCC(=O)Nc1ccc2c(c1)C(=O)N(C)C[C@H](OC)[C@@H](C)CN(Cc1ccccn1)[C@@H](C)CO2
 : -10, -7, -0.1, 4, -3, 3, 5, 3
C[C@H]1CN([C@@H](C)CO)C(=O)c2cc(-c3cncnc3)cnc2O[C@H]1CN(C)C(=O)Cc1ccccc1
 : 4, 45, -0.2, 5, 3, 1, -4, 18
O=C(Nc1ccccc1)C(=O)Nc1cccnc1
 : -17, -4, 0.0, ·, 0, 0, -3, ·
CCn1c(SCC(=O)N/N=C/c2c[nH]c3ccccc23)nnc1-c1ccc(C(C)(C)C)cc1
 : ·, ·, 0.0, 7, -2, 3, 0, ·
C[C@H](CO)N1C[C@H](C)[C@@H](CN(C)CC2CCCCC2)Oc2c(NC(=O)CCCCCC(=O)Nc3ccccc3N)cccc2C1=O
 : ·, ·, -0.8, -34, 19*, -1, 1, -14
CC(NC(=O)Nc1ccccc1F)C(C)(C)C (stereo not drawn)
 : ·, ·, 0.0, 9, -1, -1, -1, 5
C[C@@H]1CCCCO[C@H](CN(C)C(=O)Nc2ccccc2)[C@@H](C)CN([C@@H](C)CO)C(=O)c2cc(NC(=O)CCCN(C)C)ccc2O1
 : ·, 2, 0.3, 5, -2, 2, 8, 6
Cn1nnnc1SCC(=O)NCc1cc([N+](=O)[O-])ccc1O
 : ·, ·, 0.0, 7, 2, 2, 5, ·
CCNC(=O)O/N=C(\C)c1sc(-c2ccccc2)nc1C
 : -15, 0, ·, -29, ·, ·, ·, 1
CC(C)(C)NC(=O)NC(=O)COC(=O)c1cccc(OC(F)F)c1
 : -5, 0, -0.2, 12, -9, 2, -1, -2
O=C(CNC(=O)c1ccc(Br)cc1)OCC(=O)c1ccccc1
 : 0, -1, 0.3, 5, -2, 2, 0, ·

Source: PubChem

An excerpt; rates above refer to the full screens.
